HTT cytoprotect: protects HTT-Q103 PC12 cells, measured by ATP | PC12 HTT-Q103 induced, cytoprotection, ATP luminescence, 40 h | Potency, µM (titrated, usually from 56.4 µM), inactives show cytoprotection (ATP increase), most hits filed as activators | 230,000 compounds, 0.14% hits;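 note: potency is the fitted concentration of half-maximal effect; % of control where 0% means no effect; nearly all actives have a fitted effect of over 45% in size; toxic huntingtin expression switched on by the ecdysone agonist tebufenozide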
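Compounds were screened for protection of PC12 cells against cell death after tebufenozide induction (100 nM final) of mutant Huntingtin exon 1 (Q103) fused to GFP.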
CBFb RUNX1 block: CBF-beta/RUNX1 interaction disruption. Q01196+Q13951. AlphaScreen CBFb-His/RUNX1-biotin binding, biochemical. Potency, µM (series often up to 59.8 µM), inactives show at the highest dose activity, negative = inhibition, actives largely listed as inhibitors. 230,000 tested, under 10 active. AID 1477; note: % of control where 0% means no effect
Target sequence (Q01196 whole entry, looked up): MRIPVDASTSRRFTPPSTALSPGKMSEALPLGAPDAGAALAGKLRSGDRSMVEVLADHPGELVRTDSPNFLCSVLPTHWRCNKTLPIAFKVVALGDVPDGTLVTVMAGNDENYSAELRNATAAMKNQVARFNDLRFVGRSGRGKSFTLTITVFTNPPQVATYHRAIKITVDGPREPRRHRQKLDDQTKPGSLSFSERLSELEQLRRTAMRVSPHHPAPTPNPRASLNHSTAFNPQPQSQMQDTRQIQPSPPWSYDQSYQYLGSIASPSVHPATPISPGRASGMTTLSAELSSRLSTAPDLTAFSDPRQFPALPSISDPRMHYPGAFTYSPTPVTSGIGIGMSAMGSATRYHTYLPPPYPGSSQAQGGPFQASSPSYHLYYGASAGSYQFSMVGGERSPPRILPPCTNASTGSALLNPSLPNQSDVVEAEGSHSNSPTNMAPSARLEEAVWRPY
Target sequence (Q13951 whole entry, looked up): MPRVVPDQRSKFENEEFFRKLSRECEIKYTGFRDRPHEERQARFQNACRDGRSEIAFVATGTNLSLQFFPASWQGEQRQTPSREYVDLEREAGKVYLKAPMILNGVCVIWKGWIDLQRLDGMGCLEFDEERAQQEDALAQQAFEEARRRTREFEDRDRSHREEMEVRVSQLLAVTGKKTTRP
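Proteins preincubated together for 20 min at RT before compound addition; 15 min later, nickel and streptavidin beads were added and left 90 min prior to AlphaScreen measurement.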
* = called active by the depositor; u = inconclusive; & = joins results of further samples; [ ] = remark or other dose. Calls come from the whole dose curve; as a rule, active = well fitted curve in the direction sought with a large enough effect; inconclusive = small, poorly fitted or top-dose-only effect, or another doubt; inactive = no such curve, though single readings can be large; an effect the other way counts as inactive or inconclusive. Only part of the results is shown (hit frequency here may not be typical).

#1 CCN1C(=O)[C@H]2[C@H]3[C@H](O)[C@H](O)C/C(=N/NC(=O)OCc4ccccc4)[C@H]3CC[C@@H]2C1=O
#2 CC(C)CO/N=C1/C[C@@H](O)[C@@H](O)[C@@H]2[C@@H]3C(=O)N(C4CCCCC4)C(=O)[C@H]3CC[C@H]12
#3 O=C(N/N=C1/C[C@@H](O)[C@@H](O)[C@@H]2[C@@H]3C(=O)N(Cc4ccc5c(c4)OCO5)C(=O)[C@H]3CC[C@H]12)OCc1ccccc1
#4 COc1cc(O)c(C(=O)/C=C\c2ccc3c(c2)OCO3)c(OC)c1
#5 COC(=O)C/C=C\[C@H](C)[C@@H](OCc1ccccc1Br)C(C)C
#6 CCCCC#CC1C=CC(Oc2cc(OC)c(OC)c(OC)c2)C(CO)O1 (stereo unspecified)
#7 CC/C=C\CC[C@H](OC(=O)c1ccc(Br)cc1)C1=CCCCC1=O
#8 Cc1ccc(S(=O)(=O)OC[C@@H]2CN3[C@H](c4ccc(Br)cc4)[C@H](C)CC[C@H]3C(=O)O2)cc1
screen / no.	1	2	3	4	5	6	7	8
HTT cytoprotect	-11%[10 µM]	-8%[10 µM]	-40%[inhibitor][10 µM]	16%[10 µM]	-3%[10 µM]	-23%[10 µM]	-6%[10 µM]	-55%[inhibitor][10 µM]
CBFb RUNX1 block	18%[13.1 µM]	13%[13.1 µM]	13%[13.1 µM]	-7%[13.1 µM]	11%[13.1 µM]	-2%[13.1 µM]	2%[13.1 µM]	14%[13.1 µM]

#9 O=C1[C@@H]2[C@H]3C(=CC[C@@H]2C(=O)N1Cc1ccccc1)C1(OCCCO1)[C@H]1O[C@@H]1[C@H]3O
#10 C=C(C)C(=O)OCC1CN2C(CCC(C)C2c2ccc(Br)cc2)C(=O)O1 (stereo unspecified)
#11 CC(C)=CCC/C(C)=C/CO/N=C1/[C@H]2O[C@@H]2[C@@H](O)[C@H]2[C@H]1CCn1c(=O)n(-c3ccccc3)c(=O)n12
#12 Cc1cc2c(nc1C)CCCN2C[C@H](C)O/N=C\[C@@H](C)[C@H](OCc1ccccc1)C(C)C
#13 CC(C)[C@@H](OCc1ccccc1)[C@H](C)/C=N\OC[C@@H](O)[C@@H]1O[C@@H]2OC(C)(C)O[C@@H]2[C@H]1O
#14 CC(=O)O[C@H]1C2=C(C(=O)[C@H]3O[C@@H]31)[C@@H]1[C@@H]3[C@@H](C)OC=C4[C@H](O)[C@H]5O[C@@H]5C(=O)[C@]43C2O[C@H]1C
#15 CCCCC#CC1C=CC(Oc2ccc(C(=O)OC)cc2)C(COC(=O)OCC)O1 (stereo unspecified)
#16 Cc1ccc(S(=O)(=O)n2c3ccccc3c3nnc(C(=O)c4ccccc4)nc32)cc1
screen / no.	9	10	11	12	13	14	15	16
HTT cytoprotect	-9%[10 µM]	u	-13%[10 µM]	1%[10 µM]	-16%[10 µM]	-5%[10 µM]	u	-7%[10 µM]
CBFb RUNX1 block	17%[13.1 µM]	3%&-2%&3%[13.1 µM]	-1%[13.1 µM]	6%[13.1 µM]	30%[13.1 µM]	10%[13.1 µM]	18%[13.1 µM]	-12%[13.1 µM]

#17 O=C(N/N=C1/C[C@@H](O)[C@@H](O)[C@@H]2[C@@H]3C(=O)N(c4cccc(Oc5ccccc5)c4)C(=O)[C@H]3CC[C@@H]12)OCc1ccccc1
#18 CC(=O)OCC1OC(C#Cc2ccc(C(C)(C)C)cc2)C=CC1OC(C)=O (stereo unspecified)
#19 C[C@@H]1OC2C3=C(C(=O)[C@H]4O[C@@H]4[C@H]3O)[C@@H]1[C@H]1[C@H](C)OC=C3[C@H](O)[C@H]4O[C@H]4/C(=N\OCc4ccccc4)[C@@]321
#20 O=C1[C@H]2[C@H]3[C@H](O)[C@H](O)C/C(=N/OCc4ccccc4)[C@@H]3CC[C@@H]2C(=O)N1C1CCCCC1
#21 CCOC(=O)OCC1OC(C#Cc2ccccc2)C=CC1Oc1cccc(N(C)C)c1 (stereo unspecified)
#22 CCOC(=O)CCN1C(=O)[C@H]2[C@H]3[C@H](O)[C@H](O)C/C(=N/OC/C=C(\C)CCC=C(C)C)[C@H]3CC[C@@H]2C1=O
#23 C[C@@H](c1ccccc1)N1C(=O)[C@H]2[C@H]3[C@H](O)[C@H](O)C/C(=N/OCc4ccccc4)[C@@H]3CC[C@@H]2C1=O
#24 COc1ccc(O[C@H]2C=C[C@@H](c3ccccc3)O[C@H]2CO/N=C\C[C@@H]2C=C[C@H](OC(C)=O)[C@H](COC(C)=O)O2)cc1
screen / no.	17	18	19	20	21	22	23	24
HTT cytoprotect	-2%[10 µM]	u	u	-6%[10 µM]	6%[10 µM]	u	-3%[10 µM]	-11%[10 µM]
CBFb RUNX1 block	10%[13.1 µM]	9%[13.1 µM]	21%[13.1 µM]	4%[13.1 µM]	-2%[13.1 µM]	10%[13.1 µM]	-2%[13.1 µM]	7%[13.1 µM]

Copied from above: compounds 1 to 2
#1 CCN1C(=O)[C@H]2[C@H]3[C@H](O)[C@H](O)C/C(=N/NC(=O)OCc4ccccc4)[C@H]3CC[C@@H]2C1=O
#2 CC(C)CO/N=C1/C[C@@H](O)[C@@H](O)[C@@H]2[C@@H]3C(=O)N(C4CCCCC4)C(=O)[C@H]3CC[C@H]12
screen / no.	1	2
HTT cytoprotect	-11%[10 µM]	-8%[10 µM]
CBFb RUNX1 block	18%[13.1 µM]	13%[13.1 µM]

(further entries)
#25 C#CCCCO/N=C1/C[C@@H](O)[C@@H](O)[C@@H]2[C@@H]3C(=O)N(Cc4ccc5c(c4)OCO5)C(=O)[C@H]3CC[C@H]12
#26 CC(C)C(=O)N[C@@H]1CCCN1C(=O)/C=C\c1ccccc1
#27 O=C(N/N=C1/C[C@@H](O)[C@@H](O)[C@@H]2[C@H]3C(=O)N(c4ccc(F)cc4F)C(=O)[C@@H]3CC[C@H]12)OCc1ccccc1
#28 COc1cc(O)c(C(=O)/C=C/c2ccccc2)c(O)c1
#29 O=C1[C@H]2[C@H]3[C@H](O)[C@H](O)C/C(=N/OC[C@@H](O)COCc4ccco4)[C@@H]3CC[C@@H]2C(=O)N1c1cccc(Oc2ccccc2)c1
#30 CC(C)[C@H](NC(=O)OC(C)(C)C)[C@@H](O)CC(=O)OC(C)(C)C
#31 COC(=O)[C@@H]1CC[C@H](C)[C@@H](c2ccc(C)cc2)N1C(=O)c1ccc(/C=N\OCC[C@@H]2C=C[C@H](OC(C)=O)[C@H](COC(C)=O)O2)cc1
#32 COc1cccc([C@@H]2Oc3ccc(OC)cc3/C(=N/O[C@@H](C)CN3CCCCc4nc(C)c(C)cc43)[C@@H]2O)c1
screen / no.	25	26	27	28	29	30	31	32
HTT cytoprotect	-7%[10 µM]	1%[10 µM]	-14%[10 µM]	3%[10 µM]	0%[10 µM]	-39%[inhibitor][10 µM]	0%[10 µM]	-6%[10 µM]
CBFb RUNX1 block	4%[13.1 µM]	6%[13.1 µM]	-14%[13.1 µM]	12%[13.1 µM]	-1%[13.1 µM]	2%[13.1 µM]	7%[13.1 µM]	0%[13.1 µM]

Reformatted with two lines to a compound: eleven of the compounds above.
Order of values – HTT cytoprotect, CBFb RUNX1 block
22: CCOC(=O)CCN1C(=O)[C@H]2[C@H]3[C@H](O)[C@H](O)C/C(=N/OC/C=C(\C)CCC=C(C)C)[C@H]3CC[C@@H]2C1=O
  u, 10%[13.1 µM]
23: C[C@@H](c1ccccc1)N1C(=O)[C@H]2[C@H]3[C@H](O)[C@H](O)C/C(=N/OCc4ccccc4)[C@@H]3CC[C@@H]2C1=O
  -3%[10 µM], -2%[13.1 µM]
24: COc1ccc(O[C@H]2C=C[C@@H](c3ccccc3)O[C@H]2CO/N=C\C[C@@H]2C=C[C@H](OC(C)=O)[C@H](COC(C)=O)O2)cc1
  -11%[10 µM], 7%[13.1 µM]
25: C#CCCCO/N=C1/C[C@@H](O)[C@@H](O)[C@@H]2[C@@H]3C(=O)N(Cc4ccc5c(c4)OCO5)C(=O)[C@H]3CC[C@H]12
  -7%[10 µM], 4%[13.1 µM]
26: CC(C)C(=O)N[C@@H]1CCCN1C(=O)/C=C\c1ccccc1
  1%[10 µM], 6%[13.1 µM]
27: O=C(N/N=C1/C[C@@H](O)[C@@H](O)[C@@H]2[C@H]3C(=O)N(c4ccc(F)cc4F)C(=O)[C@@H]3CC[C@H]12)OCc1ccccc1
  -14%[10 µM], -14%[13.1 µM]
28: COc1cc(O)c(C(=O)/C=C/c2ccccc2)c(O)c1
  3%[10 µM], 12%[13.1 µM]
29: O=C1[C@H]2[C@H]3[C@H](O)[C@H](O)C/C(=N/OC[C@@H](O)COCc4ccco4)[C@@H]3CC[C@@H]2C(=O)N1c1cccc(Oc2ccccc2)c1
  0%[10 µM], -1%[13.1 µM]
30: CC(C)[C@H](NC(=O)OC(C)(C)C)[C@@H](O)CC(=O)OC(C)(C)C
  -39%[inhibitor][10 µM], 2%[13.1 µM]
31: COC(=O)[C@@H]1CC[C@H](C)[C@@H](c2ccc(C)cc2)N1C(=O)c1ccc(/C=N\OCC[C@@H]2C=C[C@H](OC(C)=O)[C@H](COC(C)=O)O2)cc1
  0%[10 µM], 7%[13.1 µM]
32: COc1cccc([C@@H]2Oc3ccc(OC)cc3/C(=N/O[C@@H](C)CN3CCCCc4nc(C)c(C)cc43)[C@@H]2O)c1
  -6%[10 µM], 0%[13.1 µM]

The list goes on:
#33 CC#CC(C)C(OCOC)C(CC(C)Cc1cc(Br)cc(OCc2ccccc2)c1OC)OC (stereo unspecified)
#34 C=COCC1CN2C(CCC(C)C2c2ccc(Br)cc2)C(=O)O1 (stereo unspecified)
#35 CC(=O)OC[C@@H]1O[C@H](C/C=N\OC[C@@H](C)[C@H](OCc2ccccc2)C(C)C)C=C[C@@H]1OC(C)=O
#36 O=C1[C@H]2[C@H]3[C@H](O)[C@H](O)C/C(=N/OC[C@@H](O)COCc4ccco4)[C@H]3CC[C@@H]2C(=O)N1Cc1ccc2c(c1)OCO2
#37 CCC(=O)CC(NC(=O)OC)c1ccc(F)cc1 (stereo unspecified)
#38 COC(=O)C/C=C\[C@@H](C)[C@@H](/C=N\OC[C@@H](O)[C@H]1O[C@H]2OC(C)(C)O[C@H]2[C@@H]1O)NS(=O)(=O)c1ccc(C)cc1
#39 COC(=O)NC(/C=C/c1ccccc1)[C@]1(C(C)=O)CCCC1=O (stereo partly specified)
#40 COC(=O)C/C=C\[C@@H](C)[C@@H](/C=N\O[C@@H](C)CN1CCCc2nc(C)c(C)cc21)NS(=O)(=O)c1ccc(C)cc1
screen / no.	33	34	35	36	37	38	39	40
HTT cytoprotect	-3%[10 µM]	14%&-1%[10 µM]	0%[10 µM]	3%[10 µM]	-11%[10 µM]	-3%[10 µM]	-1%[10 µM]	-4%[10 µM]
CBFb RUNX1 block	-18%[13.1 µM]	12%&-1%[13.1 µM]	19%[13.1 µM]	10%[13.1 µM]	16%[13.1 µM]	-1%[13.1 µM]	7%[13.1 µM]	24%[13.1 µM]

#41 CC(C)(C)N1C(=O)[C@H]2[C@H]3[C@H](O)[C@H](O)C/C(=N/OC[C@@H](O)COCc4ccco4)[C@H]3CC[C@@H]2C1=O
#42 COC(c1ccccc1Br)C(C)/C=C/CCO (stereo unspecified)
#43 COC(=O)C/C=C\[C@@H](C)[C@@H](/C=N\O[C@@H](C)c1cn([C@H](CO)Cc2ccccc2)nn1)NS(=O)(=O)c1ccc(C)cc1
#44 CC(=O)OC[C@@H]1O[C@H](C/C=N\OC[C@@H](O)COCc2ccco2)C=C[C@@H]1OC(C)=O
#45 COc1ccc(O[C@H]2C=C[C@@H](c3ccccc3)O[C@H]2CO/N=C2/c3cc(OC)ccc3O[C@@H](c3cccc(OC)c3)[C@H]2O)cc1
#46 COC(=O)C(C(=O)OC)C1O[C@@]23COCCC2(C)C3c2ccccc21 (stereo partly specified)
#47 C#CCCCO/N=C1/C[C@@H](O)[C@@H](O)[C@@H]2[C@@H]3C(=O)N(Cc4ccc5c(c4)OCO5)C(=O)[C@H]3CC[C@@H]12
#48 C/C(CCN1CCc2nc(-c3ccccc3)c(-c3ccccc3)cc2C1)=N\O[C@@H](C)c1cn([C@@H]2COC[C@@H]2O)nn1
screen / no.	41	42	43	44	45	46	47	48
HTT cytoprotect	1%[10 µM]	u	-4%&-8%[10 µM]	-11%[10 µM]	-2%[10 µM]	-11%[10 µM]	4%[10 µM]	7%[10 µM]
CBFb RUNX1 block	12%[13.1 µM]	u	20%&11%[13.1 µM]	17%[13.1 µM]	-5%[13.1 µM]	8%[13.1 µM]	10%[13.1 µM]	16%[13.1 µM]

#49 CC(C)CO/N=C1/[C@H]2O[C@@H]2[C@@H](O)[C@H]2[C@H]1CCn1c(=O)n(Cc3cc4c(cc3Cl)OCO4)c(=O)n12
#50 CCCNC(=O)OC[C@@H]1O[C@H](CCO/N=C\c2ccc(C(=O)N3[C@H](c4ccc(C)cc4)[C@@H](C)CC[C@H]3C(=O)OC)cc2)C=C[C@@H]1Oc1ccc(OC)cc1
#51 COC(=O)NC(c1ccccc1)[C@]1(C(C)=O)CCCC1=O (stereo partly specified)
#52 CC(C)=CCC/C(C)=C/CO/N=C1/C[C@@H](O)[C@@H](O)[C@@H]2[C@@H]3C(=O)N(c4cccc(Oc5ccccc5)c4)C(=O)[C@H]3CC[C@@H]12
screen / no.	49	50	51	52
HTT cytoprotect	u	-46%[inhibitor][10 µM]	-6%[10 µM]	-1%[10 µM]
CBFb RUNX1 block	8%[13.1 µM]	-2%[13.1 µM]	-2%[13.1 µM]	5%[13.1 µM]

Source: PubChem (National Center for Advancing Translational Sciences (NCATS))
